EPAC2 agonist – activates human EPAC2 exchange factor. actives 0.079% (n = 360,000). AID 720711. Potency, µM (series often up to 154 µM), for inactives: at the highest dose activation, usual class: activators. EPAC2 activation, biochemical qHTS; response scale: 100% = 6.5 mM cAMP response; note: potency is the fitted concentration of half-maximal effect; nearly all actives have a fitted effect of over 50% in size
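qHTS, titration series. 100 nM EPAC2 / 250 nM Rap1B-BODIPY-GDP / 50 uM GDP; RT; ex 480/em 540 nm, 5-min reads to 30 min. Norm. to 6.5 mM cAMP = activation.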
PLK1 PBD inh – blocks phosphopeptide binding to human PLK1 polo-box domain | P53350 | actives 2.8% (n = 360,000) | Potency, µM, for inactives: max response, negative = inhibition, actives largely listed as inhibitors | AID 720504 | Plk1 PBD binding of FITC phosphopeptide, fluorescence polarization; note: potency is the fitted concentration of half-maximal effect; series mostly up to about 57 µM; % is set by controls: 0 for no effect and ±100 for the full control effect; nearly all actives have a fitted effect of over 65% in size
CCT chaperon mod – changes cytosolic chaperonin activity; purified chaperonin ATPase assay, HTRF ADP detection, 30 min; activity change, % (no concentration beside the values), hits read low; actives 0.3% (n = 360,000); in the data active = activity change below about -30%; note: % is set by controls: 0 for no effect and ±100 for the full control effect
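Enzyme 40 or 20 nM (batch-dependent) in Tris pH 7.4/KCl/MgCl2/DTT; cpd 76 uM single point; ATP 10 uM; 30 min 37 °C; Transcreener ADP HTRF detection, 30 min RT; ratio 665/615.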
PI5P4K alpha inh – blocks human PI5P4K alpha kinase activity | P48426 | max response, % | PI5P4Kalpha enzyme, ADP-Glo luminescence, 60 min; active compounds read low | actives 1.2% (n = 330,000); active = max response of -50% or lower; inconclusive = between -30% and -50%; inactive = -30% or higher; note: value at the top dose of about 77 µM; % is set by controls: 0 for no effect and ±100 for the full control effect
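Controls without substrate or without enzyme flank wells where PI5P4Kalpha converts substrate using 5 microM ATP (final). Incubation lasts 60 minutes at room temperature; ADP formed is read by ADP-Glo luminescence.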
WRN helicase inh – blocks human WRN helicase. Q14191. WRN helicase unwinding, fluorescent forked duplex, kinetic. Potency, µM (top dose mostly 114 µM), without a hit: at the top dose activity change, negative = inhibition, usual class: inhibitors. actives 0.46% (n = 360,000); note: potency is the fitted concentration of half-maximal effect; % is set by controls: 0 for no effect and ±100 for the full control effect; nearly all actives have a fitted effect of over 55% in size
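WRN at 20 nM final was preincubated with compound for 15 min at room temperature; reaction started with 100 nM forked duplex oligonucleotide carrying fluorophore and quencher plus 2 mM ATP (final). Unwinding followed kinetically by red fluorescence (ex 525/em 598 nm).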
EPAC1 antagonist – antagonists of human EPAC1; EPAC1 GEF assay, Rap1b-BODIPY-GDP exchange fluorescence; Potency, µM (series often up to 115 µM), for the others: top-dose activity change, negative = inhibition, usual class: inhibitors; actives 0.14% (n = 360,000); AID 720709;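 note: potency is the fitted concentration of half-maximal effect; plate controls were vehicle for no effect and positive control for full effect; nearly all actives have a fitted effect of over 50% in size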
Target sequence (O95398 whole entry, looked up): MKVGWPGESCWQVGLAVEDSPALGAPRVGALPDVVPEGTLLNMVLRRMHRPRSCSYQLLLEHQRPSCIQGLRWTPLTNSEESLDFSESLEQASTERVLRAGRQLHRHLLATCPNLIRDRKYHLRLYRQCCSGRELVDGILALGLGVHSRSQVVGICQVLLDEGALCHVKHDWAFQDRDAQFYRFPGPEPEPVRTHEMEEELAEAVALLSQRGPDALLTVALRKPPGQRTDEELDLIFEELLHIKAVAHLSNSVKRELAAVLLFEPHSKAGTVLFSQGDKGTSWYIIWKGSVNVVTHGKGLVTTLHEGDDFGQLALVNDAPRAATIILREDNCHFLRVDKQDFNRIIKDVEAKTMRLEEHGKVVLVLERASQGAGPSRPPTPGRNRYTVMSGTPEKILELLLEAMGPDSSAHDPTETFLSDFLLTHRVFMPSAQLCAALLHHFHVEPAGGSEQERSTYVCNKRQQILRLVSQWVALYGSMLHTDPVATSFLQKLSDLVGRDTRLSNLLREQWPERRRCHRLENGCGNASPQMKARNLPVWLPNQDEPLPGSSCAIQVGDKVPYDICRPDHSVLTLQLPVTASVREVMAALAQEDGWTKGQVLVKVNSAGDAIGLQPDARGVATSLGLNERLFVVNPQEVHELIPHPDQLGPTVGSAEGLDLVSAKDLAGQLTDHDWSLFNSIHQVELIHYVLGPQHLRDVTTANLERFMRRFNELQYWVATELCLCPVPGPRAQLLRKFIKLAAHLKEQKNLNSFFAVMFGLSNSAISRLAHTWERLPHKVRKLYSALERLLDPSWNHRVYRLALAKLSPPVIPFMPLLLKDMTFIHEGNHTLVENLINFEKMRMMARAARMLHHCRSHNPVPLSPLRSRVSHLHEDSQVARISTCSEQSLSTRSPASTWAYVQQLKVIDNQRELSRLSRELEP
IL2 activator – IL-2 activation; activation, % (series mostly up to about 46 µM); IL-2 activation reporter assay, cell-based qHTS; stimulated with anti-CD3/CD4/CD28 beads; in transgenic mouse T cells; actives 0.065% (n = 360,000); in the data active = activation above about 50%; inconclusive = mostly about 30% to 49%; note: 0% is about no effect
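Readout: EGFP and DsRed signals by fluorescent plate cytometry. Unstimulated transgenic mouse T cells received compound 60 min before antibody-bead stimulation, then incubated 18 h at 37 degrees C.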
EPAC1 agonist – agonists of human EPAC1. O95398. EPAC1 agonist qHTS, biochemical assay; response scale: 100% = response to 6.5 mM cAMP. Potency, µM (doses to about 154 µM), for inactives: top-dose activation, actives largely listed as activators. actives 0.073% (n = 360,000). AID 720707; note: potency is the fitted concentration of half-maximal effect; nearly all actives have a fitted effect of over 60% in size
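Read-out is the fluorescence drop as BODIPY-GDP leaves Rap1B (480 nm excitation, 540 nm emission), recorded every 5 minutes over 30 minutes. Reactions held 100 nM EPAC1, 250 nM Rap1B–BODIPY-GDP and 50 uM GDP, with 6.5 mM cAMP setting full activation.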
Numbers without * were called inactive; u = inconclusive; x = no result given; [ ] = another dose, or the depositor's remark. Unless noted, calls come from the whole dose curve; as a rule, active = well fitted curve in the direction sought with a large enough effect; inconclusive = small, poorly fitted or top-dose-only effect, or another doubt; inactive = no such curve, though single readings can be large; an effect the other way counts as inactive or inconclusive. A portion of the library; rates above refer to the full screens.

SMILES	EPAC2 agonist	PLK1 PBD inh	CCT chaperon mod	PI5P4K alpha inh	WRN helicase inh	EPAC1 antagonist	IL2 activator	EPAC1 agonist
Cc1cc(N(C(=O)c2ccco2)C(C(=O)NC2CCCCC2)c2ccccc2)ccc1-n1cnnn1 (stereo not drawn)	-4%	0%	1.9	x	-18%	9%	0.8	-3%
CC(Oc1cccc(Cl)c1)C(=O)Nc1ccc(S(=O)(=O)N(C)C2CCN(C)CC2)cc1 (stereo not drawn)	9%	-7%	-2.1	5	5%	-18%	-0.8	8%
C=CCNC(=O)c1ccccc1NC(=O)C1COc2ccccc2O1 (stereo not drawn)	3%	0%	-7.1	8	-2%	-11%	-1.2	3%
CCCNC(=S)N1CCN(CC)CC1	13%	-13%	-2.7	-11	u	-7%	1.3	3%
COC(=O)c1ccc(CSc2nc(C)nc3c2c(=O)n(C)c(=O)n3C)o1	12%	-9%	-2.2	1	-2%	4%	-3.1	1%
Cc1cccc(N(C)c2cc(C)nc3ncnn23)c1	3%	-8%	0.2	2	-8%	-11%	-2.4	-5%
NS(=O)(=O)c1cccc(NC(=O)COC(=O)Cc2n[nH]c(=O)c3ccccc23)c1	3%	-9%	0.1	1	-14%	-12%	1.9	6%
COc1ccccc1C(=O)NCCN1CCCC1	1%	-9%	0.2	-4	11%	14%	-0.5	5%
O=C1NN=C(CSc2n[nH]c(=S)s2)CS1	5%	u	0.3	-55*	13%	17%	1.2	-10%
CC(=O)Nc1ccc(NC(=O)CSc2nc3ccccc3nc2N2CCCCC2)cc1	-4%	-12%	-1.7	4	-13%	-10%	-2.2	2%
O=C(C1CC1)N1CCc2cc(Br)cc(S(=O)(=O)N3CCOCC3)c21	-4%	-7%	0.3	6	-23%	0%	1.4	-1%
CC1(C)Cc2ccccc2-c2nnc(-c3ccccc3)n21	4%	-5%	-1.0	1	1%	0%	3.7	-2%
Cc1ccc(C(=O)CCC(=O)OCC(=O)N2CCN(S(=O)(=O)c3ccc(C)cc3C)CC2)cc1	7%	-15%	-0.4	1	-11%	u	-0.3	7%
Cc1nn(-c2ccccc2)c2ncc(C(=O)c3cc(Cl)ccc3O)cc12	2%	-5%	1.8	13	2%	5%	1.5	7%
Cc1ccc(Nc2cnn(C34CC5CC(CC(CC(=O)O)(C5)C3)C4)c(=O)c2Cl)cc1	6%	1%	0.9	x	0%	13%	-2.0	-5%
CCc1ccc(OCC(=O)NC(=S)Nc2ccc(F)cc2)c(Br)c1	-4%	-1%	-3.1	x	-5%	1%	0.7	-3%
COc1ccc(-c2cc(CCC(=O)N3CCN(c4cc(C)ccc4C)CC3)on2)cc1	18%	1%	0.1	18	-6%	-9%	-0.5	8%
S=c1[nH]cnc2scc(-c3ccc(Cl)cc3)c12	18%	8.4µM*	-2.7	-23	-4%	13%	-1.6	7%
CCc1nc2c(OCc3ccccc3)cccn2c1N(C)C(=O)C(C)C	18%	-8%	-0.9	-3	2%	-1%	1.9	9%
COc1ccc(S(=O)(=O)N2CCOC2CNC(=O)C(=O)NCc2cccnc2)cc1OC (stereo not drawn)	4%	-4%	-1.6	-1	2%	2%	0.5	0%
COc1cc(Cl)c(C)cc1NC(=O)CC1SC(N2CCOCC2)=NC1=O (stereo not drawn)	14%	-1%	0.7	-4	-9%	12%	-0.5	5%
Cc1cc(C(=O)COC(=O)c2ccc[nH]c2=O)c(C)n1C	-4%	0%	0.8	2	3%	10%	-3.0	-2%
Cc1ccc2c(c1)N(CC(=O)Nc1ccccc1F)C(=O)C(C)O2 (stereo not drawn)	6%	-3%	3.3	5	-7%[57.1 µM]	-19%	-1.8	-4%
Cc1cccc(NC(=O)c2cc([N+](=O)[O-])ccc2N2CCN(C)CC2)c1	4%	-7%	2.5	1	0%	-12%	2.7	-1%
COc1ccc(S(=O)(=O)N2CCOC2CNC(=O)C(=O)NCc2ccccn2)cc1C (stereo not drawn)	-6%	-6%	-3.6	-4	u	u	1.0	1%
COC(=O)COc1cccc2c(=O)n(CC(=O)NCCc3ccccc3)ccc12	-3%	-4%	0.1	-3	4%	-5%	-1.4	0%
O=C(c1cc(COc2cccc(C(F)(F)F)c2)on1)N1CCC(c2ccncc2)CC1	-7%	-1%	-6.1	8	-7%	-5%	-3.3	-6%
Cc1ccc(N2CCN(C(=O)N3CCCC3)CC2)cc1C	6%	-6%	-0.1	1	-12%	-8%	4.0	-1%
COc1ccc(NC(=O)CS(=O)CC(=O)Nc2ccc(F)cc2F)cc1 (stereo not drawn)	-4%	-1%	0.9	-8	7%	3%	-0.1	0%
CC1CCCC(=NNC(=O)C2COc3ccccc3O2)C1 (stereo not drawn)	6%	-1%	-1.0	-10	1%	-2%	0.4	-3%
CCN(CC(=O)NCc1cccs1)C(=O)c1ccc(S(=O)(=O)Nc2cccc(C)c2C)cc1	-4%	1%	-0.8	7	-33%	-15%	-2.3	-6%
O=C(CCCN1C(=O)/C(=C/c2cccs2)SC1=S)Nc1ccc(C(=O)O)cc1	8%	-2%	-0.3	-18	10%[57.1 µM]	-22%	-0.7	-7%
N#Cc1cccc2c1-c1ccccc1/C2=N/NC(N)=S	14%	-11%	-0.6	-17	-16%	u	-6.1	-1%
CCCCn1nnnc1C1(C)CCC(=O)N1CCc1ccccc1F (stereo not drawn)	9%	-8%	-1.5	6	0%	0%	-0.1	4%
COc1ccc(CCNC(=O)CCc2ccc(S(=O)(=O)NC(C)C)cc2)cc1OC	1%	-2%	0.6	2	7%	0%	-1.7	-5%
O=C(NCc1ccc(-c2nc3ccccc3s2)cc1)c1ccc(Br)o1	3%	4%	-21	8	-8%	2%	-0.3	7%
COc1cccc(NC(=O)CSc2nnc(-c3cccs3)n2C)c1	-12%	-3%	-0.3	-12	-2%	5%	0.4	-9%
CC(C)N(Cc1ccccc1)S(=O)(=O)c1cccs1	13%	-1%	-0.9	1	6%	-7%	-3.2	1%
CCN(CC)c1ccc(NC(=O)Cn2c(C(C)NC(=O)c3ccccc3)nc3ccccc32)cc1 (stereo not drawn)	-8%	9%	0.7	-8	5%	-9%	-0.2	5%
COc1ccc(Br)cc1C(=O)CCC(=O)OCC(=O)Nc1cc(C(N)=O)cc(C(N)=O)c1	2%	-7%	-1.0	-11	-18%	-1%	0.2	-2%

Overlap with the part before: 2 compounds, then new ones.
SMILES	EPAC2 agonist	PLK1 PBD inh	CCT chaperon mod	PI5P4K alpha inh	WRN helicase inh	EPAC1 antagonist	IL2 activator	EPAC1 agonist
CCN(CC)c1ccc(NC(=O)Cn2c(C(C)NC(=O)c3ccccc3)nc3ccccc32)cc1 (stereo not drawn)	-8%	9%	0.7	-8	5%	-9%	-0.2	5%
COc1ccc(Br)cc1C(=O)CCC(=O)OCC(=O)Nc1cc(C(N)=O)cc(C(N)=O)c1	2%	-7%	-1.0	-11	-18%	-1%	0.2	-2%
CCN(Cc1ccccc1)C(=O)c1ccc(C)c(S(=O)(=O)N2CCCCC2)c1	7%	-2%	-0.2	-2	-7%	10%	-0.4	16%
CCCCc1ccc(N2C(=NC(=O)C3CCCO3)SC3CS(=O)(=O)CC32)cc1 (stereo not drawn)	-8%	-18%	1.5	3	1%	-10%	-5.9	-3%
c1ccc(-c2nnc(CN3CCN(c4ccccc4)CC3)o2)cc1	6%	-6%	-1.1	-1	1%	2%	-0.7	8%
CC(C)(C)c1cc(C(=O)O)nn1-c1ccccc1	0%	4%	0.6	4	-6%	18%	-2.7	3%
COc1ccccc1NC(=O)Cn1nnc(-c2ccccc2NS(=O)(=O)c2ccccc2)n1	-5%	0%	3.0	3	-13%	4%	-5.3	1%
Cc1cc(C)cc(NC(=O)CN2C(=O)NC(C)(c3ccccc3)C2=O)c1 (stereo not drawn)	6%	1%	-1.8	0	-5%	-13%	-0.5	5%
CCOC(=O)c1c(NC(=O)CCN2CCOCC2)sc(C)c1-c1ccccc1	13%	-14%	-3.2	23	-15%	u	-2.0	-3%
CC1CCN(C(=O)COC(=O)c2cccc(S(=O)(=O)N3CCOCC3)c2)CC1	-2%	1%	1.2	-1	13%	4%	-2.8	4%
CCCCn1c(N)c(N(CCOC)C(=O)c2ccc(Cl)c(S(=O)(=O)N3CCCC3)c2)c(=O)[nH]c1=O	-8%	0%	-1.0	2	-6%	5%	-0.6	-6%
O=C(c1ccc(NS(=O)(=O)/C=C/c2ccccc2)cc1)N1CCCCC1	4%	-12%	0.8	2	-3%	-8%	-3.9	7%
Cc1cccc(Nc2ccc([N+](=O)[O-])cc2C(=O)O)c1	-12%	-9%	0.5	1	-18%	0%	-0.2	3%
CCCCNC(=O)c1nc(C2CCN(S(=O)(=O)c3c(F)cccc3F)CC2)oc1-c1cccc(C(F)(F)F)c1	-5%	3%	-1.0	7	0%	12%	-0.7	-12%
CC1(C)COC(Cn2c3ccccc3c3ccccc32)O1 (stereo not drawn)	10%	-10%	-0.9	22	3%	-18%	2.1	5%
Cc1ccc(-c2csc(NC(=O)c3ccno3)n2)cc1	9%	u	-2.5	-53*	-25%[57.1 µM]	-10%	-0.5	0%
Cc1ccc(C(=O)OCC(=O)NC2CCCCC2)cc1S(=O)(=O)N1CCCCC1	2%	4%	-4.1	4	1%	-8%	1.3	-9%

2 compounds drawn at random from those above, as already listed:
SMILES	EPAC2 agonist	PLK1 PBD inh	CCT chaperon mod	PI5P4K alpha inh	WRN helicase inh	EPAC1 antagonist	IL2 activator	EPAC1 agonist
Cc1ccc(N2CCN(C(=O)N3CCCC3)CC2)cc1C	6%	-6%	-0.1	1	-12%	-8%	4.0	-1%
Cc1nn(-c2ccccc2)c2ncc(C(=O)c3cc(Cl)ccc3O)cc12	2%	-5%	1.8	13	2%	5%	1.5	7%

Sorted by SMILES length (high to low): part of the list above
SMILES	EPAC2 agonist	PLK1 PBD inh	CCT chaperon mod	PI5P4K alpha inh	WRN helicase inh	EPAC1 antagonist	IL2 activator	EPAC1 agonist
CCN(Cc1ccccc1)C(=O)c1ccc(C)c(S(=O)(=O)N2CCCCC2)c1	7%	-2%	-0.2	-2	-7%	10%	-0.4	16%
COC(=O)c1ccc(CSc2nc(C)nc3c2c(=O)n(C)c(=O)n3C)o1	12%	-9%	-2.2	1	-2%	4%	-3.1	1%
CC1(C)COC(Cn2c3ccccc3c3ccccc32)O1 (stereo not drawn)	10%	-10%	-0.9	22	3%	-18%	2.1	5%

Screening results deposited in PubChem by National Center for Advancing Translational Sciences (NCATS).
